Source: PubChem
HSP90 refold inh = blocks HSP90-mediated luciferase refolding in reticulocyte lysate; Rabbit reticulocyte lysate, luciferase refolding luminescence, 3 h; inhibition, % at 5.6 µM; actives 0.91% (n = 290,000);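 active means inhibition above the screen-wide mean plus 3 SD, computed separately per campaign, cut at about 16% in these data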;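 further: 0% = DMSO wells and 100% = 60 µM geldanamycin wells; inhibitors lower the luminescence because luciferase stays unfolded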
IEC-6 cytotox = IEC-6 cytotoxicity, counter-screen for KLF5 inhibitors; luminescence viability; inhibition, % at 5 µM; actives 0.78% (n = 290,000); AID 1825; in the data active means inhibition above about 22%;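 further: 0% = plate median of test compound wells and 100% = cytotoxic reference compound wells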
AI-2 QS mod = Vibrio harveyi AI-2 quorum sensing modulation. Vibrio harveyi JMH597 AI-2 luminescence/OD600 ratio, 9 h; hits give low values; strain lacks LuxN and CqsS sensors; 0 = neutral-control median. activity change, % at 7.5 µM. actives 0.4% (n = 300,000). AID 2094; in the data active means activity change below about -75%, passing the limit was not always enough;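 further: luminescence divided by OD600 gain over 9 h not by final OD600 alone; inactives centre near 13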
KLF5 inh = suppresses KLF5 promoter-driven expression | actives 0.23% (n = 290,000) | DLD-1 KLF5 promoter-luciferase reporter, luminescence | inhibition, % at 5 µM;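 active means inhibition above a per-plate limit of that plate's mean compound inhibition plus 3 SD, cut at about 60% in these data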;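 further: 0% = DMSO wells and 100% = LY294002 at 200 µM; higher means less KLF5 promoter-driven luciferase light; inactives centre near -14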
HSF1 inhib = HSF1 inhibition; NIH3T3-HGL HSE-luciferase, MG132-induced, luminescence 8 h; hits give low values; activity change, negative = inhibition, % at 7.5 µM (by protocol); actives 0.77% (n = 300,000);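 active means more than half of replicate wells show activity change below -50%, luminescence cut by over half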;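 further: luciferase reports HSF-1 transcriptional activity via heat shock element; 0% = median of DMSO wells and -100% = zero luminescence signal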
HSF1 activator = increases HSF-1 driven luciferase reporter signal | actives 1.7% (n = 300,000) | activation, % at 9 µM | NIH3T3-HGL HSF-1 luciferase reporter, MG132, 8 h; 100% = twice DMSO control signal;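 active means mean replicate activation of at least 50% with a set share of replicates each reaching 50%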;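 further: 0% = median of the neutral control wells and 100% = twice that signal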
PolyA inh = yeast polyadenylation inhibition | calls only at 12 µM | actives 0.02% (n = 300,000) | S. cerevisiae SKY197-pL101 polyadenylation reporter, beta-gal luminescence; efflux-impaired pdr1/pdr3 knockout yeast; score 100 = 6 SD above DMSO;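 active means lowest replicate activity score at least 50, where 100 means six control SD above control mean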;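 further: yeast exposed to compound for 9 h at 30 °C; higher score means more reporter readthrough which indicates perturbed polyadenylation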
aSyn UTR inh = MLPCN primary screen, SNCA 5' untranslated region. alpha-synuclein 5'UTR reporter, inhibitor activity. inhibition, % (tested at 7.5 µM). actives 0.82% (n = 300,000); in the data active means inhibition above about 60%;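 further: H4 neuroglioblastoma cells stably carrying SNCA 5'UTR luciferase fusion; 0% = DMSO wells and 100% = positive control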
GSK3beta inhib = inhibitors of human GSK3beta kinase. GST-GSK3beta kinase, ADP-Glo luminescence, 60 min; hits give low values. activity score (negative = inhibition), % at 10 µM. P49841. actives 0.038% (n = 300,000);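 active means more than half of replicate wells score below -50%, meaning over 50% inhibition versus plate controls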;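 further: 0% = median DMSO wells and -100% = median GW8510 positive control wells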
Target sequence (P49841 whole entry, looked up): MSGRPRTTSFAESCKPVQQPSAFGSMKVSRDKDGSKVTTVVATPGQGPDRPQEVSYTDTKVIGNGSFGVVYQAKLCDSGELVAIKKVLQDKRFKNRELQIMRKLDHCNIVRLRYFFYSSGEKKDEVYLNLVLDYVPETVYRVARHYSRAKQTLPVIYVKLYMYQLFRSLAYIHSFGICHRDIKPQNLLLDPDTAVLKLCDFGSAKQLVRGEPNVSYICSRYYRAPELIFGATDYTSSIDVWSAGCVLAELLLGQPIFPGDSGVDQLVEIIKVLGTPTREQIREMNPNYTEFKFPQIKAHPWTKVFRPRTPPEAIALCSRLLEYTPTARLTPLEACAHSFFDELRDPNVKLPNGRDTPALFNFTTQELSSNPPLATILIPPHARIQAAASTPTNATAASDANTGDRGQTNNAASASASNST
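test system = GST-tagged human GSK3beta kinase, cell-free | reagent = 25 µM ATP with peptide substrate | dosing = one dose of 10 µM per compound | schedule = 60 min reaction, RT | detection = luminescent ADP-Glo measurement of ADP formed | control set = DMSO neutral wells and GW8510 at 20 µM as positive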
GSK3 alpha inh = blocks human GSK-3 alpha kinase; actives 0.1% (n = 320,000); ADP-Glo luminescence, 60 min; AID 2650; P49840; inhibition, % at 10 µM;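 in the data active means inhibition above about 50%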;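 further: GST-tagged GSK-3 alpha with peptide substrate and 25 µM ATP; 0% = DMSO neutral wells and 100% = GW8510 positive control wells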
Target sequence (P49840 whole entry, looked up): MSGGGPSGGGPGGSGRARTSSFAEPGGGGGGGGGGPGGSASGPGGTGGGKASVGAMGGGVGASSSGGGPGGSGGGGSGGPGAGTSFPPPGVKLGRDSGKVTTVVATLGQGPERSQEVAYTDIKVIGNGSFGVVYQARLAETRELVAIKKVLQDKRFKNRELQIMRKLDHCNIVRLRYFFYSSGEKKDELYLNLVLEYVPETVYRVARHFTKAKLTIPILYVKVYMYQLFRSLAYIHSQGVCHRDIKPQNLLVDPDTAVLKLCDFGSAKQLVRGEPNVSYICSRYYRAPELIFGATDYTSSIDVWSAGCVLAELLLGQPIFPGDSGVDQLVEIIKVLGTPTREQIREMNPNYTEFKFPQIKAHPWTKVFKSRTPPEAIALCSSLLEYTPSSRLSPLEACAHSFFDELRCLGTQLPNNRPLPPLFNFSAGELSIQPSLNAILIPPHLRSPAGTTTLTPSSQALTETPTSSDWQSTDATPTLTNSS
Numbers without * were called inactive; i = inactive; · = not tested or not shown; & = joins results of further samples. The list is partial; count on the stated rates, not on these rows.

SMILES	HSP90 refold inh	IEC-6 cytotox	AI-2 QS mod	KLF5 inh	HSF1 inhib	HSF1 activator	PolyA inh	aSyn UTR inh	GSK3beta inhib	GSK3 alpha inh
O=C1/C(=C/c2ccccn2)SC(=S)N1c1ccc(O)cc1	-5	-4	15	-26	-6	19	i	-37	-2	-2
CCc1ccccc1NC(=O)CN(c1ccc(OC)cc1OC)S(=O)(=O)c1ccccc1	0	-2	6	-26	3	-3	i	31	3	3
Cc1ccc(S(=O)(=O)CCC(=O)NCc2ccccc2Cl)cc1	0	2	29	-17	-3	25	i	6	4	0
CCC(C)NC(=O)CN1C(=O)c2cccc3cccc1c23 (centres undefined)	3	-4	4	-40	-3	1	i	9	0	-1
Cc1ccc(Cl)cc1N1CCN(S(=O)(=O)c2cc3c(cc2C)NC(=O)CO3)CC1	-2	0	35	-5	6	17	i	-14	-1	-3
O=S(=O)(c1cccc(-c2n[nH]c(=S)n2Cc2ccccc2)c1)N1CCOCC1	-1	0	13	2	-5	0	i	13	0	3
CCn1cc(C(=O)Nc2cccc(NC(C)=O)c2)c2cc(OC)c(OC)cc2c1=O	-1	2	13	-7	2	11	i	10	-2	·
COCCN(C(=O)c1snc(C(N)=O)c1N)C(C(=O)NC1CCCC1)c1cc(OC)c(OC)c(OC)c1 (centres undefined)	-2	0	30	-3	-4	-9	i	-4	0	-1
CC(=O)c1c[nH]c(C(=O)NCc2cccc(C(F)(F)F)c2)c1	7	6	-6	-16	5	16	i	17	-3	-4
COc1ccc(S(=O)(=O)N(C)C)cc1NC(=O)CSc1nncs1	-1	-8	25	-21	-7	16	i	-21	1	0
CC(N)C12CC3CC(CC(C3)C1)C2 (centres undefined)	-3&-3	0&2	7&-1	-13&-16	-1&2	0&-5	i	-12&-47	1&6	-5&-1
O=C(c1ccco1)N(Cc1ccc([N+](=O)[O-])cc1)c1ccc(Br)cc1	4	-9	18	14	23	57*	i	16	2	·
Cc1cc(C)c(C)c(S(=O)(=O)N2CCC(C(=O)Nc3ccncc3)CC2)c1C	-3	3	26	-9	-5	-14	i	1	0	-1
CN(CC1CCOCC1)C(=O)CC1C(=O)NCCN1Cc1cccc(C(F)(F)F)c1 (centres undefined)	3	-5	21	-16	1	23	i	-4	1	·
COCCn1nnnc1CN1CCN(C(=O)c2ccco2)CC1	0	1	9	2	-7	-6	i	5	-2	-23
COCCn1c(NCc2ccco2)nc2c1c(=O)[nH]c(=O)n2C	3	5	3	2	-2	-1	i	15	1	2
COc1cc(/C=N/NC(=O)CSCc2ccc([N+](=O)[O-])cc2)cc(OC)c1OC	0	4	14	15	4	-6	i	11	2	1
O=C1C2CSCN2C(=O)CN1CCCN1CCN(C(c2ccccc2)c2ccccc2)CC1 (centres undefined)	1	-5	11	-23	3	-16	i	25	3	-3
CCOC(=O)c1c(-c2ccccc2)cn2ccccc12	5	4	3	-8	21	19	i	25	2	3
O=C(O)CC(NC(=O)C1CCCCC1)c1ccc(OC2CCCC2)cc1 (centres undefined)	1	-1	5	-5	-7	-10	i	-18	5	-3
CCOC(=O)C1(CC2CCCCO2)CCN(S(=O)(=O)c2ccc(OC)cc2)CC1 (centres undefined)	-2	7	1	-10	-4	-6	i	-1	2	-3
c1ccc(COCC2CCNCC2)cc1	0	2	7	-22	-3	-10	i	10	0	1
CN1CCc2cc3c(c4c2C1CC41CCC(=NO)CC1)OCO3 (centres undefined)	-3	-5	15	-23	-25	-44	i	15	4	7
COC(=O)C(NC(C)=O)(Nc1nc2c(C)cc(C)cc2s1)C(F)(F)F (centres undefined)	3	3	7	-2	2	3	i	-27	0	-6
Cc1ccc(NCc2nnc3n2CCCCC3)c(C)c1	-1	-2	-5	-1	-9	19	i	-11	-5	-2

A section from the list above, for reference:
SMILES	HSP90 refold inh	IEC-6 cytotox	AI-2 QS mod	KLF5 inh	HSF1 inhib	HSF1 activator	PolyA inh	aSyn UTR inh	GSK3beta inhib	GSK3 alpha inh
COC(=O)C(NC(C)=O)(Nc1nc2c(C)cc(C)cc2s1)C(F)(F)F (centres undefined)	3	3	7	-2	2	3	i	-27	0	-6
Cc1ccc(NCc2nnc3n2CCCCC3)c(C)c1	-1	-2	-5	-1	-9	19	i	-11	-5	-2

Following part.
SMILES	HSP90 refold inh	IEC-6 cytotox	AI-2 QS mod	KLF5 inh	HSF1 inhib	HSF1 activator	PolyA inh	aSyn UTR inh	GSK3beta inhib	GSK3 alpha inh
Cc1ccc(-c2nnc(N3CCN(C(=O)c4ccco4)CC3)c3ccccc23)cc1	1	11	-5	28	-1	32	i	42	-1	-9
COc1ccc(CCNC(=O)C2CCN(Cc3nc(-c4ccccc4C)oc3C)CC2)cc1OC	2	0	10	-6	3	1	i	29	-1	1
O=C(/C=C/c1ccc(Cl)cc1)Nc1ccc(S(=O)(=O)Nc2ncccn2)cc1	-1	-1	12	-25	-1	2	i	16	3	-1
Cc1ccc(-c2nc3ncccn3c2NC2CCCCC2)o1	-4	3	6	-39	7	10	i	5	-17	18
COc1cc(/C=N/NC(=O)CN2CCCCC2)ccc1OCc1ccccc1	0	-6	8	13	12	15	i	-137	0	0
C=CCn1c(SCCN2C(=O)c3ccccc3C2=O)nc2scc(-c3ccccc3)c2c1=O	-1	-3	24	19	-5	-21	i	30	-1	-1
O=C(c1ccc(Br)o1)N1CCN(Cc2ccccc2Cl)CC1	-4	6	21	-38	3	9	i	6	1	-3
O=C(c1ccccc1)c1ccccc1C(=O)c1ccccc1	1&-1	-2&-7	20&-6	-51&-18	-2	-5	i	8	0&-3	1&-2
Cc1ccccc1N(C(=O)Cc1cccs1)C(C(=O)NCC1CCCO1)c1cccnc1 (centres undefined)	0	-3	20	-6	-2	11	i	5	-1	-2
O=C(NC1CCCC1)c1cnn2c(C(F)(F)F)cc(-c3ccc4c(c3)OCO4)nc12	-3	-1	0	-12	-1	-8	i	33	1	0
O=S(=O)(Nc1ccc(Cl)c(C(F)(F)F)c1)c1cnc[nH]1	2	1	6	-15	-3	19	i	12	3	1
CCCCc1ccc(NC(=O)c2ccc(NS(C)(=O)=O)cc2)cc1	2	4	20	-6	-5	-10	i	-11	-1	-2
CCn1cc(C(=O)OCC(=O)c2ccc(Cl)cc2)c(=O)c2ccc(C)nc21	-4	0	-20	0	6	-4	i	19	-25	-4
COc1cccc(NC(=O)[C@@H]2CCCN2C(=O)[C@@H]2Cc3ccccc3CN2C(=O)OC(C)(C)C)c1	-6	-3	6	-13	6	5	i	-40	-8	-4
COc1ccccc1CN1CCCC(CN(CCN(C)C)C(=O)C2CCCC2)C1 (centres undefined)	0	-3	9	-19	-62*	-71	i	1	-1	-1
Nc1ccc(Oc2cccc(Oc3ccc(N)cc3)c2)cc1	-2	-2	17	26	-1	-6	i	87*	1	·
CCOc1ccc(CN2CCNC(=O)C2CC(=O)NCc2csc(C)n2)cc1 (centres undefined)	-1	-2	19	-15	-2	16	i	-1	-4	0
COc1cccc(C(=O)N2CCOCC2)c1OC	1	6	8	1	0	3	i	11	0	-2
CC1(C)CC2CC(C)(CN2CC(O)c2ccccc2)C1 (centres undefined)	-3	4	8	-14	-8	-13	i	-16	0	-2
S=c1[nH]nc(Cc2cccc3ccccc23)n1-c1ccccc1	2	-2	12	-26	-2	5	i	-1	0	1
O=C(Nc1ccccc1OC(F)F)c1ccc(-n2cncn2)c([N+](=O)[O-])c1	·	·	27	·	-3	0	i	4	3	-1
CCn1c(=O)c(C(C)=O)nc2ccccc21	-1	2	22	-31	-3	-22	i	-1	-1	-3
CCOC(=O)c1c(C)c2c(=O)[nH]cnc2n1-c1ccccc1	-1	-1	11	-21	-28	-28	i	23	2	5
O=C(Nc1ccc(F)c(F)c1)c1ccc(F)c(S(=O)(=O)N2CCC3(CC2)OCCO3)c1	-1	2	35	-10	8	2	i	-27	4	-1
Cc1ccc(/C=C/C(=O)Nc2ccncc2)o1	-1	6	1	-13	1	-6	i	-40	-3	2

Retrieved by structure from the entries so far:
SMILES	HSP90 refold inh	IEC-6 cytotox	AI-2 QS mod	KLF5 inh	HSF1 inhib	HSF1 activator	PolyA inh	aSyn UTR inh	GSK3beta inhib	GSK3 alpha inh
O=C(/C=C/c1ccc(Cl)cc1)Nc1ccc(S(=O)(=O)Nc2ncccn2)cc1	-1	-1	12	-25	-1	2	i	16	3	-1
O=C(Nc1ccccc1OC(F)F)c1ccc(-n2cncn2)c([N+](=O)[O-])c1	·	·	27	·	-3	0	i	4	3	-1
CC1(C)CC2CC(C)(CN2CC(O)c2ccccc2)C1 (centres undefined)	-3	4	8	-14	-8	-13	i	-16	0	-2
O=C(NC1CCCC1)c1cnn2c(C(F)(F)F)cc(-c3ccc4c(c3)OCO4)nc12	-3	-1	0	-12	-1	-8	i	33	1	0
COc1ccc(CCNC(=O)C2CCN(Cc3nc(-c4ccccc4C)oc3C)CC2)cc1OC	2	0	10	-6	3	1	i	29	-1	1
Cc1ccccc1N(C(=O)Cc1cccs1)C(C(=O)NCC1CCCO1)c1cccnc1 (centres undefined)	0	-3	20	-6	-2	11	i	5	-1	-2
CCCCc1ccc(NC(=O)c2ccc(NS(C)(=O)=O)cc2)cc1	2	4	20	-6	-5	-10	i	-11	-1	-2

More records follow.
SMILES	HSP90 refold inh	IEC-6 cytotox	AI-2 QS mod	KLF5 inh	HSF1 inhib	HSF1 activator	PolyA inh	aSyn UTR inh	GSK3beta inhib	GSK3 alpha inh
O=S(=O)(Nn1cnnc1)c1ccc(F)cc1	-1	-5	-9	-19	-6	-1	i	-8	1	-2
CC1=CC(C)(C)[N+](C)=CN1c1ccccc1	-2	1	9	-19	-8	-5	i	1	0	3
CCOC(=O)n1c(=O)n(Cc2ccc(F)cc2)c2ccccc21	2	3	-7	-12	0	9	i	27	8	-1
COc1nc(NCCO)nc(Nc2ccccc2F)n1	3	-2	4	-105	4	15	i	-97	-2	-1
COc1cc(/C=N/NC(=O)C(C)Nc2n[nH]c(=O)[nH]c2=O)ccc1O (centres undefined)	6	2	31	-15	10	-9	i	8	5	1
COc1ccc(C2=CC(c3ccc(Cl)cc3)n3cnnc3N2)cc1OC (centres undefined)	0	-2	18	11	-4	-12	i	-1	0	4
CCCCc1nnc(SCCSc2nnc(CCCC)n2N)n1N	1	-3	31	15	·	·	·	-10	-4	-2
